# Scp-1 inhibitor: Scp-1 phosphatase inhibitors, primary screen, biochemical, colorimetric, uHTS | Carboxy-terminal domain RNA polymerase II polypeptide A small phosphatase 1 (Homo … | Recombinant Scp1, phosphopeptide, malachite green phosphate absorbance | inhibition, % at 20 µM | hit rate 0.88% among 340,000 | AID 493091, 2011;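 active = inhibition above about 50% at 20 µM, limit read from the data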;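 note: plate controls were DMSO wells with enzyme for no effect and wells lacking enzyme for full effect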
# Target sequence (Q9GZU7 76-261 limits assumed): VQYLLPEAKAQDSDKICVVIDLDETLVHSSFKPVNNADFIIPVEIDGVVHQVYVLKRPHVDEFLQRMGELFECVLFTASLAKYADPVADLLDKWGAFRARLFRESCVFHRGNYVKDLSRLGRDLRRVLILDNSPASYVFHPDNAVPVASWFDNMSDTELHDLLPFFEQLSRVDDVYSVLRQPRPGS
#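 Test system: SCP-1 phosphatase catalytic domain, residues 76-261 | Compound dosing: One concentration, 20 µM, with 1.0% DMSO | Schedule: 45 min room-temperature reaction, 5 min colour, 30 min stabiliser | Detection: Absorbance at 630 nm | Read-out basis: % inhibition of SCP-1 phosphate liberation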
# Neddyl block: inhibitors of cullin neddylation, primary screen, biochemical, TR-FRET, uHTS, NAE and Ubc12 | calls only at 25 µM | hit rate 0.58% among 360,000 | NEDD8-conjugating enzyme Ubc12 (Homo sapiens) + NEDD8-activating enzyme E1 regulatory …; in the data active = inhibition above about 36%
# SUMO1 PPI mod: modulators of SUMO1 protein-protein interactions, primary screen, biochemical, uHTS | hit rate 0.33% among 360,000 | SUMO1 binding to a labelled peptide, TR-FRET, 1 h | Small ubiquitin-related modifier 1 (Homo sapiens), P63165 | AID 602429, 2012 | inhibition, % at 20 µM; in the data active = inhibition above about 37%
# Target sequence (P63165 whole entry, looked up): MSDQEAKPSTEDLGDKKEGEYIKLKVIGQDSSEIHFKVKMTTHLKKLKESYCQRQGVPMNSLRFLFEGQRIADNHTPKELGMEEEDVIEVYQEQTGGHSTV
# STEP block: STEP phosphatase inhibitors, primary screen, biochemical, fluorescence intensity, uHTS; recombinant STEP, OMFP fluorogenic substrate; inhibition, % at 20 µM; hit rate 0.25% among 360,000;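 active = inhibition at 20 µM, scaled per plate between control wells, above about 37%, limit read from the data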;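 note: 0% = DMSO with enzyme and substrate and 100% = substrate only without enzyme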
# Target sequence (P54829 whole entry, looked up): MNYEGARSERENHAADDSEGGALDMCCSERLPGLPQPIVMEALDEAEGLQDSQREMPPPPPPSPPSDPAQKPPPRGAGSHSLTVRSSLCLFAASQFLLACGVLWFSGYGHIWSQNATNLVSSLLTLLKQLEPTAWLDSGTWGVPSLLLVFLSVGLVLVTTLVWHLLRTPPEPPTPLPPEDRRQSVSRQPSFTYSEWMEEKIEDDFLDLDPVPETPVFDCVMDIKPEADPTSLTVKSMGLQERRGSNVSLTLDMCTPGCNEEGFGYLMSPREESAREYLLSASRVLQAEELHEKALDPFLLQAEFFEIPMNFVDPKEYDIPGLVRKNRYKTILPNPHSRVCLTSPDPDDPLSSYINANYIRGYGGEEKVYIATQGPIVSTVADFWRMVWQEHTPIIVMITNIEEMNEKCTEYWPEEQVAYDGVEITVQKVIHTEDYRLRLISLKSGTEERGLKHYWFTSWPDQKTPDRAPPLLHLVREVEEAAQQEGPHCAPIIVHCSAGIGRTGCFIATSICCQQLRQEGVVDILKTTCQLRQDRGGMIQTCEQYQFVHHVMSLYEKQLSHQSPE
#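 Test system: STEP tyrosine phosphatase / Reagent: OMFP at 25 µM / Doses: 20 µM, 1% DMSO / Read-out: percent inhibition scaled to no-enzyme and uninhibited-enzyme controls, plate-pattern corrected / Detection: FITC-channel fluorescence of OMFP product / Medium: Bis-Tris buffer pH 6.0, 2.5 mM DTT, 0.005% Tween 20 / Schedule: 20 min at room temperature, dark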
# Rin1 Abl inh: inhibitors of Rin1-Abl protein binding, primary screen, biochemical, TR-FRET. inhibition, % at 7.35 µM. hit rate 0.4% among 360,000. AID 588664, 2011; in the data active = inhibition above about 5%, passing the limit was not always enough
# NadD block: inhibitors of S. aureus NadD, primary screen, biochemical, colorimetric, uHTS; inhibition, % at 20 µM; purified NadD enzyme, colorimetric absorbance read-out; hit rate 0.78% among 360,000; in the data active = inhibition above about 26%; note: some compounds past the cut are filed as inactive
# DNMT1 block: human DNMT1 methyltransferase inhibitors, primary screen, biochemical, molecular beacon, fluorescence, HinP1I cleavage, uHTS | DNA (cytosine-5)-methyltransferase 1 (Homo sapiens), P26358 | inhibition (reported as % activation of signal), % at 10 µM | hit rate 0.83% among 360,000; in the data active = inhibition above about 50%
# CSN inh: inhibitors of CSN-mediated cullin deneddylation, primary screen, biochemical, fluorescence polarization, uHTS; AID 651999, 2013; hit rate 0.38% among 360,000; inhibition, % at 12.5 µM; Purified CSN, SCF-Nedd8-OG deneddylation; COP9 signalosome complex subunit 5 (Homo sapiens), Q92905;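 active = pattern-corrected inhibition above about 35%, with an unprinted fluorescence ratio check between 0.5 and 1.5, limit read from the data, passing the limit was not always enough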;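 note: 0% = enzyme with substrate and 100% = substrate without enzyme; some results filed as inactive read as strong as hits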
#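 Test system: Human Csn5 produced in HEK293T cells | Compound: 12.5 µM single point | Times: 90 min, room temperature | Signal: Fluorescence polarization readout | Read-out basis: % inhibition of substrate cleavage by Csn5 | Controls: no-enzyme wells high, enzyme-with-substrate wells low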
# Rpn11 block: Rpn11 (PSMD14) deubiquitinase inhibitors, primary screen, biochemical, fluorescence polarization, uHTS. 26S proteasome non-ATPase regulatory subunit 14 (Homo sapiens), O00487. human 26S proteasome, Ub4-pepOG fluorescence polarization; 20S core pre-blocked with epoxomicin. calls only at 20 µM. hit rate 0.59% among 360,000. AID 588493, 2011;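 active = inhibition at 20 µM, scaled to each plate's controls, above about 33%, limit read from the data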
# LMPTP block: LMPTP phosphatase inhibitors, primary screen, biochemical, fluorescence intensity, uHTS; inhibition, % at 20 µM; recombinant LMPTP-A, OMFP fluorogenic substrate; Low molecular weight phosphotyrosine protein phosphatase (Homo sapiens), P24666; hit rate 0.22% among 360,000;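 active = compounds that cut the enzyme signal by at least half of the control window in the single-dose screen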;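 note: plate controls were DMSO wells with enzyme plus substrate for no effect and substrate without enzyme for full effect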
# Target sequence (P24666 whole entry, looked up): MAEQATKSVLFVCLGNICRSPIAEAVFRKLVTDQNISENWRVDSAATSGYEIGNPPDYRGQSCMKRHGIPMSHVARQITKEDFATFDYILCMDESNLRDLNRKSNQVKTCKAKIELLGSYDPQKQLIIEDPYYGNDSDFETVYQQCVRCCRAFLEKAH
#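 Test system: LMPTP-A phosphatase enzyme; input: 0.625 nM LMPTP-A final; reagent: OMFP substrate, 400 µM final; compound dosing: 20 µM single dose, 3% DMSO; incubation: 50 min dark incubation at room temperature; measured by: endpoint fluorescence intensity from OMFP dephosphorylation; measure: % inhibition relative to no-enzyme and uninhibited control wells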
# * marks the source's active call; other numbers are inactive results; i = inactive; x = not tested or not shown.
SMILES,Scp-1 inhibitor,Neddyl block,SUMO1 PPI mod,STEP block,Rin1 Abl inh,NadD block,DNMT1 block,CSN inh,Rpn11 block,LMPTP block
COc1ccc(-c2nc3ccc(C)cn3c2Cc2ccsc2)cc1OC,x,i,-1,3,-2,0,-3,4,i,0.1
C/C(Cl)=C\CNC(C)c1ccccc1 (stereo not drawn),-4,i,2,2,-2,1,4,-2,i,-1.1
O=C(COC(=O)COc1ccc(Cl)cc1Cl)NC1CCCCCC1,-6,i,3,2,-1,-1,-1,0,i,-0.1
CCNC(=O)NC(C(=O)OC)C12CC3CC(CC(C3)C1)C2 (stereo not drawn),3,i,9,2,0,2,0,3,i,1.2
Oc1ccc(CN2CCCCC2)c2cccnc12,-10,x,-2,0,2,3,-9,2,i,1.7
CC(=O)N(C)[C@H]1C[C@@H](c2ccccc2)N(C(C)=O)C[C@H]1CO,x,i,2,0,1,-7,6,-1,i,-1.7
O=C(COC(=O)/C=C/c1ccc(Cl)c(Cl)c1)NC1CCCC1,-5,i,3,6,2,2,6,-1,i,0.0
CNC(=S)NNC(=O)c1ccccc1Cl,-5,i,1,1,-4,-7,1,2,i,-0.3
COc1ccc(C2NC(=S)NC(C)=C2C(=O)N2CCOCC2)cc1 (stereo not drawn),-1,i,0,2,-1,-8,0,-12,i,-0.3
CN1C(C(=O)Nc2ccc(C(=O)O)cc2)=C(O)c2ccccc2S1(=O)=O,36,i,2,3,2,-8,1,-3,i,0.0
COc1ccc(N2CCN(C(=O)c3ccc(NC(=O)C4=CSCCO4)cc3)CC2)cc1,0,i,-5,-1,1,6,1,-2,i,0.0
O=C(NC(=S)NC1CCCc2ccccc21)c1ccc(F)cc1 (stereo not drawn),-15,i,0,1,2,-7,-1,3,i,2.9
CC(C)Cc1ccc(/C=C/C(=O)N2CCCCC2)cc1,-1,i,-2,0,-2,-1,-5,-5,i,-0.7
O=C(NN1C(=O)/C(=C/c2cccnc2)SC1=S)C(c1ccccc1)c1ccccc1,-2,i,-3,1,1,11,-5,1,i,2.5
CCc1ccc(OCCCC(=O)Nc2ccc(S(=O)(=O)Nc3cc(C)nc(C)n3)cc2)cc1,-1,i,5,0,5,5,-1,-2,i,-0.2
CC(=O)Nc1cc(NC(C)=O)c(N=Nc2ccccc2)cc1C,1,i,-23,1,-10,-1,0,0,i,0.3
O=C(NCCc1cccc(F)c1)C1CCN(S(=O)(=O)c2ccccc2)CC1,-7,i,6,-1,0,-2,1,-3,i,0.1
S=c1oc(-c2ccncc2)nn1CCc1ccncc1,-5,i,-1,2,-6,5,-10,6,i,0.3
CCCc1cc(C(=O)Nc2cc(OC)ccc2OC)cs1,4,i,0,3,1,-6,2,-1,i,1.3
Cc1ccc(N(CC(=O)NCc2ccc(F)cc2)S(=O)(=O)c2c(C)nn(C)c2C)cc1,-5,i,5,-2,0,-2,-3,-3,i,-1.5
COC(=O)C1(C(=O)OC)CCCCN(S(=O)(=O)c2ccc(C)cc2)CCC1,x,i,2,x,x,-5,x,-2,x,-1.3
CN(Cc1nc(-c2ccccc2)no1)C(=O)c1ccco1,-6,i,-2,-3,-1,0,1,3,i,-0.2
CC(C)(C)C(=O)c1c(N)[nH]c(C(=O)c2ccccc2)c1-c1c(F)cccc1F,x,i,1,x,x,1,x,-6,x,-1.3
CN(c1ccc(F)cc1)S(=O)(=O)c1ccc(Cl)c(C(=O)OCC(=O)NCc2ccco2)c1,-5,i,0,3,-2,5,2,-1,i,2.4
O=C1CCC/C1=c1\s/c(=C/c2cccnc2)c(=O)n1-c1ccccc1,-3,i,-26,1,1,-1,5,6,i,1.2

# A draw from above in order of molecular weight, low to high:
SMILES,Scp-1 inhibitor,Neddyl block,SUMO1 PPI mod,STEP block,Rin1 Abl inh,NadD block,DNMT1 block,CSN inh,Rpn11 block,LMPTP block
Oc1ccc(CN2CCCCC2)c2cccnc12,-10,x,-2,0,2,3,-9,2,i,1.7
CC(=O)N(C)[C@H]1C[C@@H](c2ccccc2)N(C(C)=O)C[C@H]1CO,x,i,2,0,1,-7,6,-1,i,-1.7
CCCc1cc(C(=O)Nc2cc(OC)ccc2OC)cs1,4,i,0,3,1,-6,2,-1,i,1.3
O=C(NC(=S)NC1CCCc2ccccc21)c1ccc(F)cc1 (stereo not drawn),-15,i,0,1,2,-7,-1,3,i,2.9
O=C(COC(=O)/C=C/c1ccc(Cl)c(Cl)c1)NC1CCCC1,-5,i,3,6,2,2,6,-1,i,0.0
COc1ccc(-c2nc3ccc(C)cn3c2Cc2ccsc2)cc1OC,x,i,-1,3,-2,0,-3,4,i,0.1
CN1C(C(=O)Nc2ccc(C(=O)O)cc2)=C(O)c2ccccc2S1(=O)=O,36,i,2,3,2,-8,1,-3,i,0.0
CC(C)(C)C(=O)c1c(N)[nH]c(C(=O)c2ccccc2)c1-c1c(F)cccc1F,x,i,1,x,x,1,x,-6,x,-1.3
COC(=O)C1(C(=O)OC)CCCCN(S(=O)(=O)c2ccc(C)cc2)CCC1,x,i,2,x,x,-5,x,-2,x,-1.3
Cc1ccc(N(CC(=O)NCc2ccc(F)cc2)S(=O)(=O)c2c(C)nn(C)c2C)cc1,-5,i,5,-2,0,-2,-3,-3,i,-1.5

# More records follow.
SMILES,Scp-1 inhibitor,Neddyl block,SUMO1 PPI mod,STEP block,Rin1 Abl inh,NadD block,DNMT1 block,CSN inh,Rpn11 block,LMPTP block
Cc1ccccc1CN1C(=O)C(O)(CC(=O)c2ccncc2)c2ccccc21 (stereo not drawn),-6,i,-19,1,-1,2,2,5,i,-1.2
CC(C)(C)c1nnc(NC(=O)CCn2cnc3ccccc3c2=O)s1,-3,i,3,0,0,-5,-3,3,i,0.3
COc1ccc(CCNc2oc(COc3ccc(F)cc3)nc2C#N)cc1,-15,i,1,-1,-4,-7,-1,4,i,4.6
CC1=CC(c2ccccc2)n2nc(NC(=O)CCC(=O)O)nc2N1 (stereo not drawn),-9,x,-3,-1,2,-4,-2,5,i,-1.3
COc1ccc(Cc2nnc(NC(=O)CS(=O)(=O)Cc3ccccc3)s2)cc1,1,i,5,-1,0,3,2,2,i,1.1
CN(CC(=O)Nc1cccc(F)c1)C(=O)c1cccc(S(=O)(=O)N2CCN(c3ccccc3)CC2)c1,-5,i,-1,-1,0,-6,0,4,i,0.6
CC(C)C[C@@H](NC(=O)C1CCC(CNC(=O)[C@@H]2CCCN2C(=O)OC(C)(C)C)CC1)C(=O)O (stereo partly drawn),7,i,1,-3,0,-1,-8,-2,i,-2.8
O=C(c1ccccc1)c1c(O)nc(-c2ccccc2)n(-c2ccccc2)c1=O,-1,i,1,1,-5,3,2,0,i,-1.0
COC(=O)C1=CN(C(C)C)C=C(C(=O)OC)C1c1cc2c(cc1Br)OCO2,-15,i,-12,3,-8,-6,-4,-3,i,0.0
CCN(c1ccccc1)S(=O)(=O)c1ccc(C(=O)N(CCCN(C)C)c2nc3cc4c(cc3s2)OCO4)cc1,1,i,-27,4,0,9,-4,-5,i,-4.6
Nc1c(-c2ccc(F)cc2)nc2ncccn12,x,i,-23,x,x,x,x,0,x,-1.4
Cc1ccc(-c2n[nH]c(=S)n2/N=C/c2cc3c(cc2[N+](=O)[O-])OCO3)cc1,-7,i,-10,5,-2,11,0,-2,i,0.2
CC(=O)Oc1ccccc1N1C(=O)c2ccc(C(=O)O)cc2C1=O,19,i,-14,-3,-1,3,3,11,i,-1.0
CCN(CC)S(=O)(=O)c1ccc(NC(=O)CN(c2cccc(F)c2)S(C)(=O)=O)cc1,-7,i,-3,-1,1,-5,4,-2,i,1.1
CCOC(=O)c1cc(-c2sc(NC(=O)c3ccccc3)nc2C)n(CCO)n1,x,i,26,1,-5,2,2,7,i,-3.5
COc1cccc(NC(=O)NCCCN2CCN(c3ccc(F)cc3)CC2)c1,3,i,-2,-2,2,-10,-2,0,i,-0.4
Cc1ccc(S(=O)(=O)Oc2ccc(/C=N/NC(=O)c3ccncc3)cc2)cc1,-12,i,-18,3,-2,-4,0,-4,i,1.4
Cc1ccc(/C=C/c2nc3ccccc3c(=O)n2CCc2ccccc2)cc1,7,i,-1,5,-2,14,-7,-10,i,6.3
CCN(CC)CCCNC(=O)CN1N=C(c2ccc(OC)cc2)CCC1=O,-2,i,5,-2,0,2,4,1,i,1.1
c1ccc(N(c2ccccc2)c2nc(N3CCCC3)nc(-n3ccnc3)n2)cc1,6,i,-4,4,2,13,-6,-3,i,13
Cc1ccc(NC(=O)c2nc(S(=O)(=O)Cc3ccccc3C)ncc2Cl)cc1C,-5,i,2,1,-1,-4,3,5,i,0.1
O=C(COc1cccnc1[N+](=O)[O-])NCc1ccc2c(c1)OCO2,-14,i,-19,0,-1,-8,-2,3,i,0.1
CCOc1ccccc1NC(=O)c1ccc(NC(=O)C2CCCO2)cc1 (stereo not drawn),-3,i,-2,-3,-1,-11,-1,2,i,-2.0
CCC(c1nnnn1-c1ccc2c(c1)OCCO2)N1CCN(C(=O)c2ccco2)CC1 (stereo not drawn),x,i,-1,x,x,4,x,-3,x,-0.6
Cc1ccc(-c2[nH]c(=O)n3ccncc23)s1,-7,i,-7,-1,-6,-1,1,3,i,-2.9
COc1ccc(/C(C)=N/OCC(=O)N2CC3(C)CC2CC(C)(C)C3)cc1 (stereo not drawn),-10,i,3,-1,1,0,-9,0,i,-1.2
O=C(CSc1nnnn1-c1ccccc1)N1CCN(C(=O)c2ccco2)CC1,6,i,-3,-1,1,5,-2,1,i,-0.5

# Screening results (PubChem BioAssay)
